# P. falciparum M1AAP: malaria alanyl aminopeptidase activity blockers – biochemical, fluorogenic H-Leu-NHMec substrate, 1536-well (AID 1445) | recombinant M1AAP, H-Leu-NHMec fluorogenic kinetic assay; higher % means a stronger effect | inhibition, % at 30 µM, or IC50 in µM where a hit was titrated | 220,000 tested, 0.42% active;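 active = primary inhibition above the hit cutoff, then over 50% inhibition at one or more dose response concentrations, cut at about 23% in these data, passing the limit was not always enough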;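 also: plate controls were DMSO full reaction for no effect and no enzyme background for full effect; strong numbers were not always called active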
# ER stress rescue: rescue of cells from ER stress-induced death, primary screen, 384-well, CSM14.1, thapsigargin, ATP luminescence (AID 1222) | CSM14.1 thapsigargin-induced death rescue, ATP luminescence; higher % means a stronger effect | cellular ATP content (survival), % at 20 µM, or EC50 in µM where a hit was titrated | 190,000 tested, under 10 active;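 active = EC50 below 50 µM in the dose-response confirmation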;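 also: death triggered by thapsigargin at about 15 µM added after 2 h compound pretreatment; cell ATP read after overnight thapsigargin exposure of roughly 18 to 22 hours; normalized against plate controls of thapsigargin alone and 5% DMSO vehicle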
# Ins promoter up: MIN6 insulin promoter up-regulation; MIN6 insulin promoter-GFP reporter, high-content imaging; hits give high values; z-score at 5 µM; 190,000 tested, 0.3% active; AID 1625;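 active = z-score above 3 at 5 µM with at least 500 cells counted in the well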
# UTI89 phage lysis: protection from phage-mediated lysis, alamar blue read-out – E. coli UTI89, K1F phage, bacterial capsule biogenesis inhibitors (AID 488966); E. coli UTI89 K1F phage lysis, alamar blue, 2 h; higher % means a stronger effect; inhibition, % at 100 µM, or IC50 in µM where a hit was titrated; 340,000 tested, 0.02% active;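 active = phage lysis inhibition, versus mean bacterial control, above a set limit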;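 also: capsule biogenesis inhibitors block K1F phage lysis so surviving cells raise fluorescence; higher fluorescence means more inhibition of phage lysis; actives were called in the ten point dose series up to 300 µM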
# Autophagy HCS: modulators of autophagy; MEF GFP-LC3 puncta imaging; test concentration mostly 10 µM; calls only at 10 µM (by protocol); 190,000 tested, 0.98% active;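 active = percentage of spot-positive cells more than 3 SD above its plate mean, without a fluorescence outlier flag or 80% toxicity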;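 also: spot-positive cell cutoff set from DMSO-treated cells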
# MT stabilizer: stabilizes microtubules in HeLa cells; HeLa tubulin immunostaining HCS, 24 h; share of cells brighter than vehicle mean+2SD; % tubulin-high responders, % at 10 µM; 200,000 tested, 0.83% active; AID 2205;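 active = plate Z-score above 3 for both tubulin-high and condensed-nucleus cell shares, with cell loss under 80%, at 10 µM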;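 also: anti alpha tubulin signal scored within the nucleus-defined area of each cell; some results filed as inactive read as strong as hits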
# P. falciparum M17LAP: P. falciparum M17LAP inhibitors, primary screen, biochemical, fluorogenic H-Leu-NHMec substrate, 1536-well (AID 1619); recombinant M17LAP, H-Leu-NHMec fluorogenic kinetic assay; higher % means a stronger effect; inhibition, % at 30 µM, or IC50 in µM where a hit was titrated; 220,000 tested, 0.38% active;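 active = compound inhibiting the enzyme by more than half at any dose during confirmatory dose-response retesting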;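 also: plate controls were full reaction with DMSO carrier for no effect and no enzyme background for full effect; strong numbers were not always called active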
# Dynein cargo inh: blocks dynein driven cargo transport along microtubules; 220,000 tested, 0.47% active; z-score, hits read low; 3617.4 mouse cells, GR-EGFP nuclear translocation imaging; test concentration mostly 20 µM; stimulated with dexamethasone, 1 µM; hits give low values;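 active = plate z-score of nuclear minus cytoplasmic receptor signal below a set negative limit, without overly bright fluorescence or cell loss, cut at about -3.5 in these data, passing the limit was not always enough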;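 also: z-score of nuclear minus cytoplasmic ring GR-EGFP intensity difference per well; some compounds called inactive have numbers as strong as hits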
#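 Buffer or medium: tet-free, stripped-serum medium; Also added: dexamethasone, 1.0 µM final; Technique: high-content fluorescence imaging after fixation; Times: 48 h induction, 1 h compound, 30 min dex at 37 °C; Read-out: per-cell GR-EGFP intensity, nucleus versus surrounding cytoplasmic ring, well-averaged.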
# b-catenin transl: modulators of beta-catenin nuclear translocation | HeLa beta-catenin nuclear translocation, immunofluorescence imaging | nuclear translocation activity, % at 5 µM | 190,000 tested, 0.3% active;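 active = nuclear translocation activity above 50% at 5 µM, with a well cell count of 50 or more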;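 also: per-cell ratio of nuclear to cytoplasmic median beta-catenin stain intensity; plate controls were DMSO negative control for no effect and GSK-3 inhibitor IX positive control for full effect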
#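 System: HeLa cells, endogenous beta-catenin; compound dosing: 5 µM primary single dose, 0.1% DMSO, 0.02–20 µM confirmation series; incubation: 24 h compound exposure at 37°C, 5% CO2; signal: beta-catenin immunofluorescence imaging with DAPI; evaluation: % activation, nuclear-to-cytoplasmic median beta-catenin signal ratio per cell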
# Dynein cargo inh cytoplasmic EGFP: also measured in Dynein cargo inh; calls as there; z-score; measured here: cytoplasmic GR-EGFP intensity; hits give high values
# Dynein cargo inh nuclear GR-EGFP: further read-out of Dynein cargo inh, marked with its call; z-score; measured here: nuclear GR-EGFP intensity;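 lower value marks the stronger effect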
# Dynein cargo inh cell count: second read-out of Dynein cargo inh, no call of its own (marks repeat the call); z-score; measured here: cell count per field
# Ins promoter up cell count: recorded beside Ins promoter up, whose call it bears; cell count; measured here: cytotoxicity, nuclei count;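 total cells summed across four imaged fields per well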
# b-catenin transl cell count 5 µM: further read-out of b-catenin transl, marked with its call; cell count; measured here: cell count, cytotoxicity flag
# MT stabilizer Hoechst-high %: further read-out of MT stabilizer, marked with its call; % Hoechst-high responders; measured here: nuclear condensation Hoechst responders;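 share of cells brighter than vehicle mean plus two SD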
# MT stabilizer cytotoxicity %: further read-out of MT stabilizer, marked with its call; toxicity, %; measured here: cytotoxicity by cell density;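 0% = mean cell density of plate MIN control wells and 100% = no cells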
# Autophagy HCS cell loss 18 h: further read-out of Autophagy HCS, marked with its call; toxicity, %; measured here: cell loss, nuclei count;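 cell loss after 18 h compound exposure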
# Active calls of the source: *; i = inactive; . = no result given; [ ] = remark or other dose.
SMILES,P. falciparum M1AAP,ER stress rescue,Ins promoter up,Ins promoter up cell count,UTI89 phage lysis,Autophagy HCS,Autophagy HCS cell loss 18 h,MT stabilizer,MT stabilizer Hoechst-high %,MT stabilizer cytotoxicity %,P. falciparum M17LAP,Dynein cargo inh,Dynein cargo inh cytoplasmic EGFP,Dynein cargo inh nuclear GR-EGFP,Dynein cargo inh cell count,b-catenin transl,b-catenin transl cell count 5 µM
CCC1CCCCN1CC(=O)c1c(C)[nH]c2ccc(OC)cc12 (stereo unspecified),2.0%,.,-0.09,1415,4.5%,.,.,.,.,.,-1.5%,0.166,-0.228,0.0635,0.425,-5.6,1251
Cn1c(SCc2nc(-c3ccc(Br)cc3)no2)nnc1-c1ccco1,2.6%,-0.6%,0.52,1015,0.0%,i,-5.4,2.5,1.3,4.4,19.7%,2.14,-0.215,1.34,-1.36,.,.
COCCOC(=O)c1c(C)oc2ccc(NS(=O)(=O)c3cccs3)cc12,48.5µM*,0.5%,.,.,-0.4%,i,0.2,2.6,1.9,3.8,4.1%,-1.77,-0.218,-1.15,0.977,0.9,947
CN=c1scc(-c2ccc([N+](=O)[O-])cc2)n1/N=C/c1ccco1,1.1%,2.0%,-0.23,1236,0.3%,i,-13.5,1.8,2.6,0.9,17.9%,0.642,-0.143,0.44,-0.257,-1.2,1090
COc1ccc2nc(Nc3nc(CSc4nnc(C)s4)cc(=O)[nH]3)nc(C)c2c1,1.5%,2.6%,-0.25,1205,.,i,-53.8,2.9,1.4,0.2,-6.2%,1.54,-0.0751,2.12,-1.63,0.0,554
Cc1ccc(CNC(=O)C2CCN(S(=O)(=O)c3c(C)noc3C)CC2)cc1,0.6%,0.7%,-0.27,1297,5.2%,i,1.9,1.4,1.2,4.9,12.7%,-0.476,-0.186,-0.294,0.483,0.4,1163
COc1cc(OC)c2c(-c3ccccc3)cc(=O)oc2c1C(CC(=O)N1CCCC1)c1ccc2c(c1)OCO2 (stereo unspecified),5.1%,.,.,.,0.3%,.,.,.,.,.,-3.6%,1.17,-0.738,0.549,-0.515,1.6,1055
CSC1=NCCN1C(=O)c1ccc2c(c1)OCO2,2.3%,-1.0%,-0.15,1209,-1.0%,i,8.1,3.1,1.8,3.4,8.6%,-0.982,-0.232,-0.331,1.34,-1.0,1487
O=c1c(Cc2ccc(F)cc2)c(O)ccn1CCc1cnc[nH]1,1.3%,-0.5%,0.13,1565,0.2%,i,4.8,4.0,2.0,6.6,4.7%,-0.77,0.0131,-0.361,-0.118,-1.1,1096
Clc1ccc(OCCSc2ncccn2)c(Br)c1,4.3%,-0.6%,-1.36,1442,1.1%,i,11.1,5.3,2.2,7.2,-2.8%,-0.354,-0.319,0.299,0.545,0.8,1500
O=S(=O)(NC1CCCC1)c1ccc(S(=O)(=O)NC2CCCC2)cc1,2.7%,-1.0%,0.44,1130,5.0%,i,-0.7,2.5,1.8,0.4,4.0%,0.164,-0.18,0.892,-0.0359,1.1,1151
Cc1cc(C)c2nc(SC(C)C(=O)NCC(=O)Nc3ccc(F)c(F)c3F)cc(C)c2c1 (stereo unspecified),1.9%,0.3%,0.02,1104,1.8%[50 µM],i,8.7,1.4,2.0,3.2,-2.5%,-0.804,-0.272,-0.408,0.845,0.0,1131
COc1ccc(OC)c(S(=O)(=O)Nc2cccc(C(C)=O)c2)c1,1.4%,-1.1%,0.11,1377,0.0%,i,5.8,6.2,2.1,6.1,-11.1%,1.73,-0.263,0.757,-0.581,1.5,1080
O=C(NCc1ccco1)C1CCCN1C(=O)Nc1cccc(Cl)c1 (stereo unspecified),15.9%,6.0%,0.21,1586,0.3%,i,-18.7,2.1,1.5,9.4,12.5%,-1.2,-0.285,-0.583,0.628,-0.7,1412
Cc1cc(N2CCN(c3ccccc3)CC2)n2nnnc2n1,4.2%,-2.4%,-0.44,1159,0.0%,i,10.1,1.7,2.2,5.9,-8.0%,-1.07,-0.15,-0.209,1.05,-0.5,1133
COc1ccc(S(=O)(=O)N(C)CC(=O)N2CCN(c3ccc(F)cc3)CC2)cc1OC,-2.7%,1.5%,1.12,897,4.4%,i,-3.1,1.9,1.2,4.9,4.2%,0.535,-0.385,0.848,0.682,-3.4,1076
Nc1nc(-c2ccco2)nn1C(=O)c1ccccc1Cl,3.9%,-2.7%,-0.13,1241,0.1%,i,6.1,2.4,1.9,2.4,-4.5%,-0.0457,-0.249,0.0669,-0.559,1.1,1026
CC1(C)S/C(=N/N=C/c2cccs2)NC1=O,16.7%,-1.8%,-0.57,1526,-0.1%,i,-27.0,2.8,1.8,5.4,10.6%,0.0519,0.267,0.437,-0.524,-1.8,1392
O=C(O)c1cccc(N/N=C/c2ccc(-c3ccccc3)cc2)c1,5.5%,-3.1%,0.33,1164,-0.1%,i,5.1,2.6,2.2,3.9,1.3%,0.413,-0.317,0.0842,0.437,-0.4,1113
Cc1cc(C)cc(NC(=O)CN(C)S(=O)(=O)c2cccc3nsnc23)c1,4.1%,0.0%,0.75,1507,0.2%,i,0.8,2.4,1.8,11.2,-1.1%,-0.594,-0.33,0.0145,0.155,-4.1,889
COc1ccc(-c2ccc(/C=C3/C(=N)N4C=CSC4=NC3=O)o2)c([N+](=O)[O-])c1,5.0%,-3.3%,0.43,1570,1.6%[50 µM],i,9.6,3.5,2.9,4.8,4.3%,-0.446,-0.147,-0.218,0.809,9.6,1100
CCc1ccccc1NC(=O)c1ccc(NCCc2ccccc2)c([N+](=O)[O-])c1,7.4%,-0.9%,-0.13,1400,1.1%[50 µM],i,-4.7,2.5,2.4,5.7,6.1%,0.0207,0.111,0.347,-0.37,-1.6,1101
CCCC/C(O)=C1\C(=O)CC(C)(C)CC1=NCCCCCC(=O)O,15.1%,-1.1%,0.8,999,0.6%,i,0.9,2.0,2.8,1.0,35.4%,1.46,0.0578,0.797,-1.82,-0.1,1038
CC(C)CN(C(=O)COC(=O)c1ccc([N+](=O)[O-])o1)C1CCS(=O)(=O)C1 (stereo unspecified),-1.3%,-3.6%,0.1,1482,6.2%,i,-13.5,5.2,2.8,5.3,8.6%,0.263,-0.238,0.179,0.602,-2.0,1002
COc1cc(C2CC(=O)c3cnc(NC(=O)COc4ccccc4)nc3C2)cc(OC)c1OC (stereo unspecified),-3.2%,0.7%,-0.02,1046,6.1%,i,24.8,3.7,2.1,7.6,1.1%,-0.423,-0.0656,0.0989,0.197,-1.5,1139
CC(=O)O[C@@H]1[C@@]2(C)O[C@H]2CC[C@]23O[C@H]2[C@H](OC3=O)C2=C(C)C(=O)O[C@@]21O,1.8%,-4.2%,-0.21,649,1.1%,i,18.0,1.7,2.5,1.7,-10.2%,0.116,-0.27,0.392,0.368,1.1,507
O=C(c1ccco1)N1CCN(C(=O)c2cc3sccc3n2Cc2ccccc2)CC1,15.6%,8.5%,-3.22,697,-0.9%,i,-5.3,2.4,2.4,10.9,15.7%,-0.037,-0.23,0.13,0.21,0.1,1141
CCc1ccc(CCC(=O)Nc2ccc(OC)cc2)o1,4.3%,-1.7%,.,.,0.1%,i,0.5,3.7,2.5,4.0,12.4%,-0.04,-0.227,-0.0384,0.443,-1.9,1184
COc1ccc(NC(=O)N2CCC(n3cnc4ccccc43)CC2)cc1,2.1%,2.2%,-1.38,1501,0.3%,i,-21.2,1.7,1.2,0.4,11.7%,-0.658,-0.306,-0.114,0.377,0.7,1003
Cc1nc(N2CCCCC2)sc1C(=O)c1cccc([N+](=O)[O-])c1,12.0%,0.7%,-1.23,1557,-0.2%,i,4.0,2.6,1.6,15.9,7.2%,-0.45,-0.268,-0.151,0.377,-4.4,1040
c1ccc(-c2nccnc2-c2ccccc2)cc1,1.6%,.,0.07,981,3.9%,.,.,.,.,.,1.2%,-0.3,-0.212,0.21,1.19,1.0,1296
CC(C)Nc1nc(Cl)nc(N(C#N)CN2C(=O)c3ccccc3S2(=O)=O)n1,1.9%,.,-0.82,1429,-0.1%,.,.,.,.,.,1.1%,-1.38,0.0924,-0.505,-0.266,2.5,1151
CCNc1nc(NCC)nc(Oc2ccc(OCc3ccccc3)nn2)n1,0.2%,0.4%,-0.32,1291,.,i,-7.6,1.7,2.6,6.4,12.3%,0.904,-0.123,0.933,-1.95,-4.2,1082
COc1ccc(C)cc1NC(=O)CC(NC(C)=O)c1ccccc1 (stereo unspecified),-8.6%,-1.0%,4.5*,1345*,-0.2%,i,7.7,3.1,2.2,1.0,1.3%,1.92,-0.0858,0.595,-0.583,-0.3,1057
Cn1c(N/N=C2\CCCc3ccccc32)nc2c1c(=O)n(Cc1ccccc1)c(=O)n2C,4.5%,0.6%,-0.74,1358,1.5%,i,-2.6,4.8,2.8,5.6,1.6%,0.306,-0.212,-0.014,-0.167,0.0,1097
